Source: PubChem BioAssay
PPARg SRC-3 ag – PPARgamma-driven SRC-3 recruitment agonism; P37231; biochemical PPARgamma/SRC-3 coactivator recruitment assay; activation, % at 8 µM; 0.26% of 200,000 active; AID 731; in the data active = activation above about 23%;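 also: 0% = DMSO and 100% = reference agonist; some compounds past the cut are filed as inactive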
Target sequence (P37231 whole entry, looked up): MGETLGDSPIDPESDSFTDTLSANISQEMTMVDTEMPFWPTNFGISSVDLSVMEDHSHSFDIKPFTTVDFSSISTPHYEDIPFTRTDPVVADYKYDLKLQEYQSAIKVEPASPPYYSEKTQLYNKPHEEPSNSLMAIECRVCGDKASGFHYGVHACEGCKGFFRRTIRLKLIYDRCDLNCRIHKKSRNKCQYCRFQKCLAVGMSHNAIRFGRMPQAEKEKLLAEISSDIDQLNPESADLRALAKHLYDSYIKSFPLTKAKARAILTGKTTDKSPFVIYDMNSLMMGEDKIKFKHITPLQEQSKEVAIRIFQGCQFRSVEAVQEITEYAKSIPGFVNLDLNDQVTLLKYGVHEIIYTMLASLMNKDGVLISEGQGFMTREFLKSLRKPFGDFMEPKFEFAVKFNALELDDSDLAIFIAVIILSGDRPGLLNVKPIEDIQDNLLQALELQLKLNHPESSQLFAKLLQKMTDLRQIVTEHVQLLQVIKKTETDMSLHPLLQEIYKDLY
STAT3 inh – reduces IL-6 driven STAT3 reporter signal | U3A cells, IL-6 STAT3-luciferase reporter, luminescence; host cell line lacks STAT1 | inhibition, % at 5.5 µM | 0.89% of 190,000 active | AID 862;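 active = inhibition above the mean inhibition across all screened compounds plus 3 SD, cut at about 44% in these data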;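 also: 0% = DMSO only wells and 100% = 100 µM nifuroxazide control wells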
bIAP inhibitor – intestinal alkaline phosphatase (bovine) inhibition. inhibition, % at 20 µM. 190,000 tested, under 10 active. purified bovine IAP, CDP-star luminescence, 30 min;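 active = over 50% inhibition of intestinal alkaline phosphatase at 20 µM in the single-dose screen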
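Incubation: 30 min reaction at room temperature / Material: purified bovine intestinal alkaline phosphatase (IAP) enzyme / Input: enzyme at 1/65,000,000 dilution / Dosing: 20 µM single dose / Signal: CDP-star luminescence signal / Reagent: CDP-star chemiluminescent phosphatase substrate, 30 µM final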
PPARg SRC-2 ag – promotes SRC-2 coactivator recruitment by human PPARgamma; PPARgamma LBD-SRC-2 recruitment, biochemical; activation, % at 8 µM; 0.34% of 200,000 active; in the data active = activation above about 22%;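 also: 0% = vehicle and 100% = reference agonist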
SRC2 TRFRET art – flags TR-FRET format artefacts in PPARgamma SRC-2 recruitment agonist screen | 0.4% of 200,000 active | TR-FRET artefact counter-screen; active compounds read high | AID 1049 | TR-FRET ratio at 8 µM; in the data active = TR-FRET ratio above about 2000; also: inactives centre near 1500
TNAP act hi DEA – activators of human TNAP at high phosphate acceptor concentration. activation factor at 20 µM. P05186. purified TNAP, CDP-star luminescence, 1 M DEA, 30 min; active compounds read high; 0 = EDTA background, 1 = DMSO-only activity. 200,000 tested, under 10 active. AID 1136;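 active = activation factor at least 2 at 20 µM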
Target sequence (P05186 whole entry, looked up): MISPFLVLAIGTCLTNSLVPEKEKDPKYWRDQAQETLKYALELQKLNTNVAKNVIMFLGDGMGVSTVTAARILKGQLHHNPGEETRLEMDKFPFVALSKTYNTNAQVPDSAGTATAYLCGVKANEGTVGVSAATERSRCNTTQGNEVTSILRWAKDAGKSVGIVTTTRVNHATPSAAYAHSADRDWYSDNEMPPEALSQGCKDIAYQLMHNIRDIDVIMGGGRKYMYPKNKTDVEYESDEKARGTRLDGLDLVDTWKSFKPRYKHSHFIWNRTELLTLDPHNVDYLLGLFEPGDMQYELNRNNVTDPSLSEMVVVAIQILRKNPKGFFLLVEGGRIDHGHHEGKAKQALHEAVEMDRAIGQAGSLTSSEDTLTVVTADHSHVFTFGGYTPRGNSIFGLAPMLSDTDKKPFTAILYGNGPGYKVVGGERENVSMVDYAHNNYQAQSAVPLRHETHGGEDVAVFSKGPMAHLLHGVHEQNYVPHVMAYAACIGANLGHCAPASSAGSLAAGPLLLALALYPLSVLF
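Assay system: human TNAP; Input: enzyme diluted 1/800 final; Reagent: CDP-star luminogenic substrate at 100 µM final; Timing: 30 min, room temperature; Signal: luminescence; Evaluation: TNAP activation factor scaled between EDTA and DMSO control wells.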
STAT1 blocker – STAT1 signaling inhibition. NIH 3T3 STAT1-luciferase reporter, IFN-gamma, luminescence. inhibition, % at 5.5 µM. 0.35% of 200,000 active. AID 920;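 active = inhibition above a set limit, the mean inhibition across all tested compounds plus 3 SD, cut at about 34% in these data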;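 also: 0% = IFN-gamma with DMSO and 100% = IFN-gamma with 300 µM nifuroxazide; values of inactives mirror those of a sister screen read the other way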
PPARg SRC-1 ag – promotes SRC-1 coactivator recruitment by human PPARgamma; P37231; PPARgamma-SRC-1 coactivator recruitment biochemical assay; activation, % at 8 µM; 0.41% of 200,000 active; AID 631; in the data active = activation above about 19%;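 also: 0% = DMSO and 100% = reference agonist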
ROMK primary – human ROMK K+ channel modulation, primary screen. P48048. Tet-inducible ROMK, thallium flux fluorescence; actives lie on both sides. B-score at 10 µM. 2% of 130,000 active;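 active = signal ratio slope over the read window, or its plate-corrected B-score, at least 3 SD from the plate mean, either direction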;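 also: B-score of the F/F0 ratio slope over 7 to 12 s after thallium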
STAT3 act – STAT3 signaling activation; 0.91% of 190,000 active; activation (% of control), % at 5.6 µM; AID 871; U3A cells, IL-6 STAT3-luciferase reporter, luminescence; 100% = signal with IL-6 EC80 alone;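 active = activation above the screen-wide mean of compound activation plus 3 SD, cut at about 130% in these data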;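 also: 0% = background luminescence of wells with medium and substrate only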
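Assay system – human STAT1-deficient U3A cells with stable STAT3-luciferase reporter · Also added – IL-6 (33 ng/mL) · Schedule – compound 1 h, then IL-6 6 h at 37 °C · Technique – reporter luminescence signal · Evaluation – % activation versus median of IL-6-stimulated wells · Benchmarks – IL-6-only wells as 100% reference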
bIAP act – intestinal alkaline phosphatase (bovine) activation; purified bovine IAP, CDP-star luminescence, 30 min; active compounds read high; fold of DMSO-control signal, blank-subtracted; activation factor at 20 µM; 0.17% of 200,000 active; AID 1016;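 active = activation factor of 2 or more at 20 µM, a signal rise over negative controls twice the positive control's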
An asterisk follows results filed as active; nt = not tested or not shown.

SMILES	PPARg SRC-3 ag	STAT3 inh	bIAP inhibitor	PPARg SRC-2 ag	SRC2 TRFRET art	TNAP act hi DEA	STAT1 blocker	PPARg SRC-1 ag	ROMK primary	STAT3 act	bIAP act
Cc1ccc2nsnc2c1S(=O)(=O)NCCc1c(C)[nH]c2ccc(F)cc12	-2	0	36	2	1575	1	0	0	-0.89	100	0.6
CCCCN(CC)CCCNC(=O)Cn1nc(Cc2ccncc2)c2ccccc2c1=O	-5	3	1	-2	1244	1	-4	0	0.59	103	1
Cc1ccc2c(c1)/C(=N/OC(=O)c1ccc(F)cc1)CCS2	-6	9	2	-9	1539	1	-1	1	nt	101	1
COc1ccc(C(=O)CSc2n[nH]c(-c3ccco3)n2)cc1	6	9	-2	7	1592	1	1	8	nt	98	1
O=C(NCCN1CCCCC1)c1cc2ccccc2[nH]1	-2	9	23	-1	1408	1.1	-6	-10	-0.094	98	0.8
CSC1=N/C(=C\c2ccc(C)s2)C(=O)S1	-1	0	11	0	1331	0.9	-3	3	0.88	108	0.9
S=C(Nc1ccccc1)NC1CCN(Cc2ccccc2)CC1	-1	6	9	-1	1360	1	-5	-8	-0.84	99	0.9
CCCN1C(=O)c2ccc(C(=O)Nc3nccs3)cc2C1=O	-4	6	2	3	1565	1	-19	-1	-0.23	98	1
COC(=O)C(C(C)=O)C1=C/C(=N\S(=O)(=O)c2ccc(C)cc2)c2ccccc2C1=O (stereo unspecified)	0	-11	8	6	1428	1	11	0	-1.4	114	0.9
CCOC(=O)N1C(=O)C2(CCCCC2)N(c2ccccc2Cl)C1=S	-4	-25	29	-2	1461	1.1	-17	-2	-1.7	118	0.7
CCCCSc1nc2ccccc2[nH]1	5	6	1	-13	1357	1	-25	-6	0.54	98	1
CCn1c(SCC(=O)NCc2ccco2)nnc1-c1c[nH]c2ccccc12	3	-5	24	4	1147	1	-6	-1	-0.21	101	0.8
COc1ccccc1CNC(=O)COC(=O)Cn1cnc2ccccc21	-1	-8	-11	3	1638	1	1	13	0.061	108	1.1
COC(=O)c1ccccc1N=C(SC)N(C)C	11	6	20	9	1721	1.1	3	6	-0.014	100	0.8
C#C[C@]1(O)CC[C@H]2[C@@H]3CCC4=C(CCC(=O)C4)[C@H]3CC[C@@]21C	0	4	11	7	1459	1	-7	4	nt	98	0.9
Cc1ccsc1C1Nc2ccc3ncccc3c2C2=C1C(=O)CC(C)(C)C2 (stereo unspecified)	-7	2	-4	2	1540	1	3	-1	nt	107	1
O=S(=O)(Nc1nc2ccccc2nc1N1CCc2ccccc2C1)c1ccc(Br)cc1	1	25	3	2	1550	0.9	-66	7	-1.1	81	1
Cc1nn(-c2ccc(Cl)cc2)c2sc(C(=O)N3CCN(c4ccccn4)CC3)cc12	-7	1	-7	6	1531	1	9	-2	0.066	103	1.1
CC(=O)Nc1ccc(S(=O)(=O)N2CCC(N(C)CCC(C)C)CC2)cc1	-12	4	-6	3	1390	1	-8	-6	nt	100	1.1
CC(=O)C1=C(c2ccccc2)NC(=O)NC1c1ccccc1OCC(=O)Nc1ccccc1 (stereo unspecified)	6	1	7	12	1643	1	6	4	1.2	100	0.9
COC(=O)c1sccc1NC(=O)c1c(C)c(-c2cccc(Cl)c2)nc2ccccc12	-3	-3	11	-9	1500	1	1	-7	nt	102	0.9
O=C(/C=C\c1ccco1)c1ccc(NC(=O)c2ccco2)cc1	3	-2	1	-5	1412	1	-30	-5	-0.15	106	1
O=c1cc(N2CCCCC2)c(-c2ccccc2)nn1Cc1ccc(Cl)cc1	-8	5	6	2	1531	1.1	11	5	nt	101	0.9
COc1ccc(-c2oc3ncn(Cc4ccco4)c(=N)c3c2-c2ccc(OC)cc2)cc1	8	36	-10	-2	1568	1	9	1	nt	75	1.1
CC(C)NC(=O)CCCn1c(=S)[nH]c2cc3c(cc2c1=O)OCO3	-5	-5	5	4	1588	1.1	-6	16	0.034	106	1
CCCCC(=O)c1ccc(O)cc1	-6	1	12	1	1478	1.1	-8	1	-0.57	106	0.9
CCCCCCCC(=O)NNC(=O)c1c(O)c2ccccc2n(CC)c1=O	5	4	10	11	1840	1.1	-8	10	0.14	97	0.9
COc1ccc(C(=O)Nc2ccc(N3CCC(C)CC3)cc2)cc1Br	4	17	-11	14	1555	1	2	0	-0.31	89	1.1
CCn1ncc([N+](=O)[O-])c1C(=O)Nc1ccc(C(=O)N2CCCCC2)cc1	2	25	4	10	1604	1	-2	6	-0.083	80	1
Cn1cc([N+](=O)[O-])c(C(=O)N/N=C\c2c[nH]c3ccccc23)n1	2	-13	-15	2	1564	1	-6	-8	0.01	115	1.1
Cc1nc(CS(=O)(=O)c2ccc(Cl)cc2)cc(Sc2ccccc2Cl)n1	-2	2	0	0	1572	1	-1	2	nt	101	1
Fc1ccc(CO/N=C2\CCCc3nonc32)cc1	4	5	16	0	1570	1	-19	8	-1.9	100	0.8
CCn1c(SCC(=O)N2CCN(S(=O)(=O)c3ccccc3)CC2)nnc1-c1cccs1	8	6	2	3	1577	1.1	1	-1	-0.72	97	1
Cn1c(=O)cc(OCCCC(=O)NCc2ccc(F)cc2Cl)c2ccccc21	0	18	3	2	1453	1	-1	0	nt	88	1
O=C(Nc1ccccc1SCC1CSc2nc3ccccc3c(=O)n21)c1cccc(Cl)c1 (stereo unspecified)	4	-18	13	-2	1654	1	13	3	nt	120	0.9
NC/C(=N\O)c1ccc(Cl)cc1Cl	-2	7	-4	-7	1428	1	4	-6	-4.5*	97	1
COc1ccc(OC)c(NC(=O)CC2SC(=N)N(c3ccccc3)C2=O)c1 (stereo unspecified)	-4	11	-14	0	1281	0.9	3	0	0.66	97	1.1
O=C(OC1CCOC1=O)c1ccc(Cl)c(S(=O)(=O)N2CCCCC2)c1 (stereo unspecified)	3	0	1	3	1591	1	-2	0	-0.074	102	1
C=CCc1cccc(/C=N/NC(=O)CCCNc2ccc(C)cc2)c1O	-8	-12	11	3	1593	1	-2	9	nt	105	0.9
COc1ccccc1NC(=O)CCc1c(C)[nH]c(=O)c(C#N)c1C	-2	1	-3	6	1491	1	-3	-3	nt	102	1
O=C(OCCC1Oc2cccnc2NC1=O)c1ccc([N+](=O)[O-])cc1 (stereo unspecified)	0	1	-7	-1	1427	1	9	-6	0.42	101	1.1
COc1ccc(-c2nnc(SCC(=O)Nc3ncc(C)s3)n2-c2ccccc2)cc1OC	6	10	6	11	1717	1.1	10	-1	nt	96	0.9
COCCn1c(Cc2ccccc2)nnc1SCc1ccc([N+](=O)[O-])cc1	0	-6	-59	9	1712	1	4	3	-0.49	103	1.6
Fc1ccc(Oc2nc(-c3ccccc3)nnc2C(F)(F)F)cc1	7	4	16	-4	1412	1	12	-3	-0.6	104	0.8
CN(Cc1cccc(Cl)c1Cl)C(=O)c1ccc(NC(=O)CC#N)cc1	5	-8	7	1	1486	1	0	5	nt	105	0.9
CN(Cc1c(C(=O)N(C)Cc2ccccc2)nc2ccccn12)CC1Cc2ccccc2O1 (stereo unspecified)	-4	19	1	4	1515	1.1	6	-1	0.075	92	1
CCn1c(=O)cc(OCC(=O)NCc2cccnc2)c2ccccc21	1	12	10	-1	1642	1	4	4	0.4	93	0.9
COc1cccc(-n2c(C)nc3c(cnn3-c3ccc(C)cc3)c2=O)c1	4	34	9	-4	1495	1	11	-2	nt	73	0.9
CCOc1ccc(S(=O)(=O)NCCC(=O)N2CCN(c3ccc(OC)cc3)CC2)cc1	2	13	9	3	1743	1	20	0	-0.94	96	0.9
O=c1[nH]c(=S)[nH]c2sccc12	6	6	1	8	2050*	1.1	1	-1	-0.72	101	1
COCCNC(=O)c1c(N)n(-c2cccc(C)c2)c2nc3ccccc3nc12	-3	21	-18	-2	1410	1.1	6	4	nt	85	1.2
Cc1[nH]nc2c1C(c1ccsc1)C(C#N)=C(N)O2 (stereo unspecified)	2	-2	0	0	1455	1	13	1	-0.91	101	1
O=C(CCCC1=NS(=O)(=O)c2ccccc2N1)N1CCN(c2ccc(Cl)cc2)CC1	2	-2	13	4	1433	1	-3	0	-0.06	102	0.9
O=C1CCSc2ccc(Cl)cc2N1Cc1ccc(Cl)cc1	0	7	24	0	1609	1.1	-2	8	nt	102	0.8
CCCCNC(=O)C1CCC(CNS(=O)(=O)c2ccc(NC(C)=O)cc2)CC1 (stereo unspecified)	4	3	4	1	1754	1	2	2	0.15	101	1
O=C(Cn1ncc2c1-c1ccccc1OC2)N1CCN(Cc2ccc3c(c2)OCO3)CC1	2	17	-15	3	1803	1	6	8	nt	90	1.1
COC(=O)c1cccc(NC(=O)CSc2nc(=O)cc(N)n2-c2ccccc2)c1	-9	0	-1	-1	1473	1	2	1	0.57	98	1
COc1ccc(/C=C/c2ccncc2)cc1	-8	19	12	-1	1383	1	-48	-1	nt	87	0.9
O=C(N/N=C/c1ccc([N+](=O)[O-])cc1)c1[nH]ncc1Br	-1	16	-40	3	1544	1	-36	-4	0.1	90	1.4
COC(=O)c1cc(NC(=O)c2cccc(C(F)(F)F)c2)c(=O)oc1C/C=N/OCc1cccc(Cl)c1Cl	1	3	3	9	1586	1.1	0	-2	-2	102	1

Next section:
SMILES	PPARg SRC-3 ag	STAT3 inh	bIAP inhibitor	PPARg SRC-2 ag	SRC2 TRFRET art	TNAP act hi DEA	STAT1 blocker	PPARg SRC-1 ag	ROMK primary	STAT3 act	bIAP act
CSc1ccc(S(=O)(=O)Nc2ccc3c(c2)NC(=O)CC3)cc1	1	20	-6	0	1507	1	22	-3	-2	89	1.1
Cc1ccc(S(=O)(=O)Nc2cc(C(=O)Nc3cc(C)cc(C)c3)ccc2Cl)cc1	-14	-7	7	7	1478	1	-3	-2	0.45	106	0.9
CC(NC(=O)CSc1nnc(COc2ccccc2)o1)c1ccccc1 (stereo unspecified)	5	-2	14	8	1573	1.1	9	-3	-0.014	102	0.9
CCOc1ccccc1NC(=O)N1CCC(c2nc3ccc(C)cc3[nH]2)CC1	4	8	3	1	1426	1	3	-4	0.29	97	1
CCCN1CCN(C(c2cc3cc(OCC)ccc3[nH]c2=O)c2nnnn2C2CCCCC2)CC1 (stereo unspecified)	-2	6	1	-1	1592	1.1	-2	-5	-2.4	98	1
CC(C)(C)NC(=O)NC(=O)COC(=O)CCC1CCCCC1	-4	-4	0	-6	1625	1.1	4	4	1.6	107	1

Whole records, looked up by structure.
CCCN1CCN(C(c2cc3cc(OCC)ccc3[nH]c2=O)c2nnnn2C2CCCCC2)CC1 (stereo unspecified) across the screens: PPARg SRC-3 ag: -2; STAT3 inh: 6; bIAP inhibitor: 1; PPARg SRC-2 ag: -1; SRC2 TRFRET art: 1592; TNAP act hi DEA: 1.1; STAT1 blocker: -2; PPARg SRC-1 ag: -5; ROMK primary: -2.4; STAT3 act: 98; bIAP act: 1
CSc1ccc(S(=O)(=O)Nc2ccc3c(c2)NC(=O)CC3)cc1 across the screens: PPARg SRC-3 ag: 1; STAT3 inh: 20; bIAP inhibitor: -6; PPARg SRC-2 ag: 0; SRC2 TRFRET art: 1507; TNAP act hi DEA: 1; STAT1 blocker: 22; PPARg SRC-1 ag: -3; ROMK primary: -2; STAT3 act: 89; bIAP act: 1.1
